PERK inhibitor: blocks human PERK kinase. Q9NZJ5. CHO PERK-DD fusion, SEAP luminescence translation reporter. inhibition, % at 5.6 µM. 220,000 compounds, 0.17% hits. AID 1416;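 active = inhibition above the mean inhibition of all tested compounds plus 3 SD, set separately per screening campaign, cut at about 2.9% in these data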;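 also: PERK kinase domain activated by AP20187 dimerizer at 100 nM; 0% = DMSO with dimerizer and 100% = rapamycin at 8.4 µM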
m-calpain inh: calpain II (pig) inhibition; inhibition, % at 16 µM; purified calpain II, fluorogenic peptide substrate, 30 min; AID 1236; 220,000 compounds, 0.37% hits;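 active = inhibition above about 50%, limit read from the data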
Rad51 HR inh: blocks human Rad51 in homologous recombination. hRad51 DNA strand exchange, fluorescence dequenching. inhibition, % at 10 µM. 200,000 compounds, 0.085% hits. AID 1385;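 active = inhibition above 40% at the single screening dose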;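 also: 0% = DMSO control wells and 100% = blanks with heterologous ssDNA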
Target sequence (Q06609 whole entry, looked up): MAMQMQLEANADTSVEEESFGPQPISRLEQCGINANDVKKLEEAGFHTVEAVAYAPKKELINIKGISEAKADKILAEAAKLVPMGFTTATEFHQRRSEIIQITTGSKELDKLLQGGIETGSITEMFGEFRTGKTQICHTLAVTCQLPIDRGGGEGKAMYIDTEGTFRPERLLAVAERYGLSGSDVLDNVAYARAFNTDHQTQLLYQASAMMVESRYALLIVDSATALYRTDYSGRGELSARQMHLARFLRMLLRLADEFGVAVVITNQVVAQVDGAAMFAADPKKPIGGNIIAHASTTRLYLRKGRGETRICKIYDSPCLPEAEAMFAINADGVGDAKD
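Assay system: Human Rad51 nucleoprotein filaments preassembled on unlabelled ssDNA | Reagent: Donor/quencher-labelled 47-bp dsDNA substrate | Doses: One concentration, 10 µM final | Times: 37 °C 15-min filament assembly, 30-min compound preincubation, 15-min exchange | Technique: Fluorescein emission 520 nm, excitation 485 nm | Benchmarks: Plate control and blank wells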
MDM2 E3 inh: inhibitors of human Mdm2 E3 ubiquitin ligase. Q00987. cell-based MDM2 ubiquitination luciferase reporter, 2 h; 0 = plate control, 100 = twice control, blank-subtracted. signal enhancement, % at 5 µM. 210,000 compounds, 0.11% hits. AID 1230;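 active = signal enhancement of 30% or more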;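 also: luminescence tracks abundance of the self-degrading MDM2-luciferase fusion protein; higher signal means inhibition of MDM2 E3 ligase activity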
Target sequence (Q00987 whole entry, looked up, the tested form may be a part): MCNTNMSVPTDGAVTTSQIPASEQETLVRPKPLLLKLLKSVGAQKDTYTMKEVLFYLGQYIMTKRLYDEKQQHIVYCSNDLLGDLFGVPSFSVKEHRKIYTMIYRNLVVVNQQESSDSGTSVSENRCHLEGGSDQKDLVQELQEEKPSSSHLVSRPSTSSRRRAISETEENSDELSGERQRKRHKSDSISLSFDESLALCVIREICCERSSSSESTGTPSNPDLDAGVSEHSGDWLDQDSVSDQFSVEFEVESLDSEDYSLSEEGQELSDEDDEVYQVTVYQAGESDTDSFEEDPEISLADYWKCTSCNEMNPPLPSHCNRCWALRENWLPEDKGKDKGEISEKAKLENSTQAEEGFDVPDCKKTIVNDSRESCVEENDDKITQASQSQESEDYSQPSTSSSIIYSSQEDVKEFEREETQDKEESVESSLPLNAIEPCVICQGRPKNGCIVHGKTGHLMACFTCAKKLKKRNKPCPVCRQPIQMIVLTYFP
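Material: stable MDM2–luciferase fusion reporter cells / Quantity: 2000 cells/well / Dosing: single 5 µM compound dose, 0.2% final DMSO / Buffer or medium: DMEM / Schedule: 4 h cell settling then 2 h compound exposure, 37 °C / Detection: luminescence with SteadyLite reagent, 15 min at room temperature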
Cl transport mod: modulates chloride dependent transport by human KCC2; KCC2 cells, thallium flux FluoZin-2 fluorescence; 190,000 compounds, 2.2% hits; B-score of Tl+ flux slope (higher = more flux/activation; lower = inhibition) at 10 µM; Q9H2X9; AID 1456;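 active = thallium flux slope and its plate-corrected score both differing from the plate sample mean at a set confidence after two filtering rounds, in either direction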;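 also: slope of fluorescence scaled to starting intensity during 10 to 20 s after thallium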
eIF4E 4G PPI: blocks eIF4E binding to eIF4G; P63073+Q04637; TR-FRET eIF4E-eIF4GI(517-606) binding, 2 h; inhibition, % at 21.7 µM; 220,000 compounds, 0.37% hits; AID 782;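 active = inhibition above about 30%, limit read from the data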;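 also: 0% = full FRET control wells and 100% = background wells lacking eIF4GI fragment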
EBV gp42 block: blocks Epstein-Barr virus glycoprotein 42 binding; Fluorescence polarization binding assay, mP read-out; AID 1085; 220,000 compounds, 0.42% hits; inhibition, % (tested at 21.74 µM); Q1HVG2; in the data active = inhibition above about 50%
Target sequence (Q1HVG2 whole entry, looked up): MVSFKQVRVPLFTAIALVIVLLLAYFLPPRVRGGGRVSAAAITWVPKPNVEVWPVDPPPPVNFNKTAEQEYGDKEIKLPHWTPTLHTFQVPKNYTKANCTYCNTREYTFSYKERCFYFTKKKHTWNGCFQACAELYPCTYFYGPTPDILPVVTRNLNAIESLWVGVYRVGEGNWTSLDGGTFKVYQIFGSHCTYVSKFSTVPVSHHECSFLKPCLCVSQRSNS
TNF death inh: blocks TNF-alpha induced death of Jurkat FADD-/- cells; Jurkat FADD-/- TNF necroptosis rescue, ATP luminescence, 24 h; 0 = TNF only, 100 = no-TNF cells; activation (protection from cell death), % at 10 µM; 220,000 compounds, 0.068% hits; AID 463075;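 active = activation, meaning protection from cell death, of at least 50% relative to plate controls; inactive = activation below 50%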;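 also: necroptosis triggered by 40 ng/mL TNF-alpha added together with compound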
zVAD death inh: blocks zVAD induced death of L929 cells | AID 1377 | L929 zVAD necroptosis rescue, ATP luminescence, 24 h; with zVAD 60 µM | viability rescue, % at 10 µM | 220,000 compounds, 0.38% hits;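 active = activation, scaled between plate controls, above about 75%, limit read from the data; inactive = activation under that limit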;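 also: 0% = zVAD with DMSO and 100% = DMSO alone without zVAD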
The depositor's hits bear a star; / = not tested or not shown; [ ] = dose if it differs, or a comment. Random draw from the library; any-hit rate near 3.6%.

SMILES	PERK inhibitor	m-calpain inh	Rad51 HR inh	MDM2 E3 inh	Cl transport mod	eIF4E 4G PPI	EBV gp42 block	TNF death inh	zVAD death inh
Cc1cc(Cl)ccc1OC(C)C(=O)Nc1ccccc1N1CCOCC1 (stereo unspecified)	-0.7	23	/	-7	-0.74	3	-45	-2.4	-0.2
CC(C)c1ccc(/C=C2\Oc3c(ccc(O)c3CN3CCN(C)CC3)C2=O)cc1	0.3	-313	-28	3	-0.42	3	-28	0.3	0.9
CC(=O)CCc1c(C)nc2ccc(C(=O)O)cc2c1Cl	1.0	-13	0	-9	0.87	0	-12	1.0	0.3
COc1ccc(/C=C(\C#N)C(=O)OCC(=O)Nc2ccc(C(C)(C)C)cc2)cc1	-0.1	19	22	5	0.43	-1	-40	-0.9	0.5
Cn1c(=O)[nH]c(=O)c2c1nc(N1CCCC1)n2CC(O)COc1ccccc1 (stereo unspecified)	-0.5	9	-3	-19	0.45	4	-8	0.4	0.4
O=C(O)CNC(=O)c1ccccc1F	1.4	/	-2	/	/	/	/	0.6	0.9
Cc1cccc2cc(CN(Cc3nnnn3Cc3ccco3)C3CCCC3)c3nnnn3c12	-0.3	2	-3	3	-1.1	6	-18	0.9	-0.4
O=C(Nc1cn(-c2ccccc2)nc1-c1ccc(Cl)cc1)c1ccccc1	0.3	-7	-2	-17	0.38	5[fluorescence artefact?]	-3	0.5	0.8
O=c1c2ccccc2nc(-c2cccs2)n1-c1cccc2ccccc12	-0.2	-29	20	-1	0.05	0[fluorescence artefact?]	7	2.5	0.6
COc1ccc(OCc2cccc(C(=O)NN)c2)cc1	0.4	2	-3	-55	-0.5	3	-7	0.8	0.1
CC(C)(C)c1ccc(CS(=O)(=O)CC2(O)CCN(C(=O)c3cccc(C(F)(F)F)c3)CC2)cc1	-0.1	-28	-4	-15	0.49	0[fluorescence artefact?]	12	-0.9	0.7
O=C(/C=C/Nc1ccc(F)cc1)c1ccco1	0.5	-13	-1	-67	-0.11	14	-6	-3.0	0.1

Some of the entries above in another layout:
Second line of a record: PERK inhibitor | m-calpain inh | Rad51 HR inh | MDM2 E3 inh | Cl transport mod | eIF4E 4G PPI | EBV gp42 block | TNF death inh | zVAD death inh
> CC(C)c1ccc(/C=C2\Oc3c(ccc(O)c3CN3CCN(C)CC3)C2=O)cc1
→ 0.3 | -313 | -28 | 3 | -0.42 | 3 | -28 | 0.3 | 0.9
> CC(=O)CCc1c(C)nc2ccc(C(=O)O)cc2c1Cl
→ 1.0 | -13 | 0 | -9 | 0.87 | 0 | -12 | 1.0 | 0.3
> COc1ccc(/C=C(\C#N)C(=O)OCC(=O)Nc2ccc(C(C)(C)C)cc2)cc1
→ -0.1 | 19 | 22 | 5 | 0.43 | -1 | -40 | -0.9 | 0.5
> Cn1c(=O)[nH]c(=O)c2c1nc(N1CCCC1)n2CC(O)COc1ccccc1 (stereo unspecified)
→ -0.5 | 9 | -3 | -19 | 0.45 | 4 | -8 | 0.4 | 0.4
> O=C(O)CNC(=O)c1ccccc1F
→ 1.4 | / | -2 | / | / | / | / | 0.6 | 0.9
> Cc1cccc2cc(CN(Cc3nnnn3Cc3ccco3)C3CCCC3)c3nnnn3c12
→ -0.3 | 2 | -3 | 3 | -1.1 | 6 | -18 | 0.9 | -0.4
> O=C(Nc1cn(-c2ccccc2)nc1-c1ccc(Cl)cc1)c1ccccc1
→ 0.3 | -7 | -2 | -17 | 0.38 | 5[fluorescence artefact?] | -3 | 0.5 | 0.8
> O=c1c2ccccc2nc(-c2cccs2)n1-c1cccc2ccccc12
→ -0.2 | -29 | 20 | -1 | 0.05 | 0[fluorescence artefact?] | 7 | 2.5 | 0.6
> COc1ccc(OCc2cccc(C(=O)NN)c2)cc1
→ 0.4 | 2 | -3 | -55 | -0.5 | 3 | -7 | 0.8 | 0.1
> CC(C)(C)c1ccc(CS(=O)(=O)CC2(O)CCN(C(=O)c3cccc(C(F)(F)F)c3)CC2)cc1
→ -0.1 | -28 | -4 | -15 | 0.49 | 0[fluorescence artefact?] | 12 | -0.9 | 0.7

Carrying on.
SMILES	PERK inhibitor	m-calpain inh	Rad51 HR inh	MDM2 E3 inh	Cl transport mod	eIF4E 4G PPI	EBV gp42 block	TNF death inh	zVAD death inh
CCC(=O)c1ccc(OCCSc2ncccn2)cc1	-0.5	43	9	-19	0.5	2	-20	-0.4	-0.1
Nn1c(SCC(=O)Nc2ccc3c(c2)OCO3)nnc1-c1ccncc1	0.1	-11	/	-9	1.2	-6	3	-1.7	0.0
CCOC(=O)c1c(CN2CCC(C)CC2)oc2ccc(OC)cc12	-1.0	-43	4	-5	-1.3	2	0	3.1	0.8
COc1ccc2oc(=O)c(C(=O)OCC(=O)c3ccc([N+](=O)[O-])cc3)cc2c1	0.9	-65	1	1	0.2	0	2	-1.9	0.2
Cc1cc(=O)[nH]c(SCC(=O)NCC2CCCO2)n1 (stereo unspecified)	0.6	-12	6	3	0.38	-8	-13	0.8	0.6
O=C(C1CCCCC1)N1CCCC(c2nc3c(nnn3Cc3ccccc3)c(=O)[nH]2)C1 (stereo unspecified)	-1.4	-1	3	-2	/	3[fluorescence artefact?]	-16	-1.2	0.0
Cc1ccc(/C=N/NC(=O)Cn2cnc3ccccc32)o1	-1.3	17	-3	-4	/	-6	-20	-0.8	0.1
O=C1CC(Sc2ncccc2C(=O)O)C(=O)N1 (stereo unspecified)	0.3	13	11	-2	0.2	4	-15	0.4	1.6
Cc1cnn(-c2cc(N/N=C/c3ccc(F)cc3)ncn2)c1	-0.2	-3	-2	-2	0.072	1	-14	5.0	14
CC1CCCCC1NC(=O)CCCCCn1c(=S)[nH]c2ccccc2c1=O (stereo unspecified)	0.1	-11	3	9	2.3	-1	3	-0.3	-1.6
COCC(C)n1c(COc2ccccc2F)nnc1SCC(=O)c1c(N)n(C)c(=O)n(C)c1=O (stereo unspecified)	-0.2	5	5	-3	0.85	-1	0	-0.7	-0.8
Cc1nn(Cc2ccc(F)cc2)c(C)c1NC(=O)c1nn(C)cc1Cl	-0.5	-10	-3	19	0.065	-6[fluorescence artefact?]	-14	0.6	-1.0
CCOc1ccc2oc(-c3ccccc3)c(C(=O)N3CCN(CCO)CC3)c2c1	-0.3	-280	3	10	-0.68	0	-4	-3.3	-0.3
Cc1cc(C)n2nc(C(=O)Nc3ccc4c(c3)OCO4)nc2n1	0.5	-32	9	-1	-0.028	5	-6	-1.6	-0.7
O=C(OCc1cc(-c2ccccc2)no1)c1ccc2ccccc2n1	0.5	1	6	-6	/	1	-1	0.6	1.9
COc1cc(C2C(S(=O)(=O)c3ccccc3)CON2C)ccc1OCc1ccc(F)cc1 (stereo unspecified)	-0.3	9	16	-12	-1.2	-1	13	1.3	-1.6
COc1ccc(-c2nnn(CCC(=O)O)n2)cc1	0.5	-4	-4	-1	0.84	3	-19	1.9	0.7
O=C(CN1CCC(c2nc3ccccc3[nH]2)CC1)Nc1ccc2c(c1)OCO2	-0.9	-1	3	-10	0.65	4	-12	-4.3	-0.2
O=C(O)C1CC=CCC1C(=O)N1CCN(c2nc(-c3ccccc3)c3ccccc3n2)CC1 (stereo unspecified)	-0.3	-356	/	3	/	13	-11	-1.7	0.5
O=C(NCc1ccc(F)cc1)C1CCCN1C(=O)NCc1ccccc1 (stereo unspecified)	-1.1	-16	4	-16	/	5	2	1.1	-0.2
COc1ccc(C(=O)N2CCCc3ccccc32)cc1	0.1	2	7	-14	-1.9	-2	-1	-1.1	0.0
CC(=O)Nc1ccc(Oc2sc(C(=O)c3ccccc3)c(N)c2C#N)cc1	-0.7	16	-5	-1	-1.4	-4	-5	-12	0.0
COc1ccc(C2C(C(=O)/C=C/c3ccco3)=C(O)C(=O)N2CCN2CCOCC2)cc1 (stereo unspecified)	0.2	-46	-12	-13	-0.034	0	-6	-0.3	0.1
COc1ccc(C(C)=O)cc1CSc1nncn1-c1ccccc1	-0.3	27	-5	-9	-0.21	2[fluorescence artefact?]	-14	1.4	1.2
Cc1cccc(N(CC(=O)NC2CCCCC2)C(=O)c2ccc(C)s2)c1	-0.4	36	1	-9	-1.8	3	1	-3.2	-0.1
COc1ccc(/C=N/NC(=O)c2ccc(COc3cccc4cccnc34)cc2)cc1O	-1.7	-110	14	-8	-3.4	-5	-10	-11	-0.1
CC1=C(C(=O)Nc2ccccc2C)C(c2cccnc2)n2nc(CCCO)nc2N1 (stereo unspecified)	1.1	-2	/	-12	0.6	-9[fluorescence artefact?]	-14	-2.1	-0.5
O=C(OC1CCOC1=O)c1ccc(Cl)c(S(=O)(=O)N2CCCCC2)c1 (stereo unspecified)	-0.1	-9	11	-14	-0.87	0	-3	-0.4	2.0
COc1ccccc1Oc1ccc2c(c1)C(=O)N(CC1CCCO1)C2=O (stereo unspecified)	0.3	13	18	-2	-0.99	2	-16	1.3	0.6
CC(=O)c1cccc(Nc2c([N+](=O)[O-])c(=O)oc3ccccc23)c1	0.2	-12	11	-13	-0.42	-4	-1	0.7	1.0
O=C(Nc1ccccc1Cl)c1ccc2nsnc2c1	0.5	-5	2	-5	0.047	1	-7	0.9	1.1
CS(=O)(=O)N1CCCC(C(=O)NCCc2ccccc2)C1 (stereo unspecified)	0.6	0	-3	-10	0.27	-1	5	1.0	0.5
COc1ccc(/C=N/c2oc(C)c(C)c2C#N)c(OC)c1	-0.1	-20	3	-7	-0.24	-2	-32	0.8	-0.2
Cc1ccc(OCC(=O)NC(=S)Nc2ccc3c4c(cccc24)CC3)cc1	-0.3	18	/	1	13*	0	-6	0.3	/
Cc1nnc(NC(=O)CSc2ccc(-c3ccccn3)nn2)s1	0.1	1	2	-9	-4.3	0	-20	-1.1	29
CCC(=O)NC(=S)NNC(=O)c1ccccc1[N+](=O)[O-]	0.5	-17	/	-4	-0.87	-1	0	1.6	0.7
Cc1ccc(C)c(NC(=O)c2ccccc2C(=O)c2ccccc2)c1	0.5	-17	-7	-6	-0.25	-1	-9	-0.8	-0.9
Cc1cccc(C)c1NC(=O)C1CCCNC1 (stereo unspecified)	1.3	-1	0	2	-0.8	-9	-11	-0.1	-0.1
C=CCn1c(N/N=C/c2ccc(O)cc2)nc2ccccc2c1=O	0.1	-2	4	-20	1.7	-4	0	-7.2	-0.1
COc1ccc(C(=O)Nc2ccc(S(=O)(=O)N3CCCCC3C)cc2)c(OC)c1OC (stereo unspecified)	-0.3	29	1	-8	/	5	18	0.9	23
Cc1nc(SC2CC(=O)N(c3cc(Cl)cc(Cl)c3)C2=O)nc2c1CCCC2 (stereo unspecified)	0.6	2	10	-15	-1.2	-8	4	0.6	0.2
COc1ccc(S(=O)(=O)N2CCCCCC2)cc1N	0.7	1	-19	-4	0.66	0	5	0.3	3.0
Cc1nn(CC(=O)Nc2nnc(C(C)C)s2)c(=O)c2ccccc12	1.4	-14	4	3	-0.32	0	-18	1.9	-0.9
O=C(CCc1ccccc1)c1ccc2c(c1)OCCCO2	0.1	1	-1	-9	-1.9	0	-9	-1.6	3.8
Cc1ncc(CO)c(/C=N/NC(=S)Nc2cccc(Cl)c2)c1O	-0.1	-377	-10	-17	-1.6	-5	-11	-7.1	51
CCOC(=O)C1CCN(Cc2nnnn2CCc2ccccc2)CC1	1.2	-26	8	-1	-0.18	2	-13	0.5	0.5

From PubChem
